# Avidin bead fluor – compound fluoresces at 488/530 nm on avidin beads; compound fluorescence 488/530 nm, flow cytometry; hits give high values; fluorescence (KMESF) at 10 µM; 220,000 tested, 0.38% active; in the data active means fluorescence above about 47; further: inactives centre near 10
# ABCG2 inh – human ABCG2 inhibition, ABCB1 as counter-screen; IgMXP3 cells, JC-1 efflux, flow cytometry; Q9UNQ0; 190,000 tested, 0.1% active; inhibition, % at 6.6 µM;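 active means inhibition above 80%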;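 further: 0% = DMSO and 100% = nicardipine control wells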
#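 Incubation: cells with compound and JC-1, 10 min at 25 °C, rotating, no wash / Test system: IgMXP3 (ABCG2) plus far-red-tagged CCRF-Adr (ABCB1) cells / Compound dosing: one concentration, 6.6 µM final / Also added: JC-1 fluorescent substrate / Evaluation: efflux inhibition in percent versus controls / Detection: flow cytometry, 530 nm JC-1 signal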
# HRas wt GTP – human HRas wildtype GTP binding, change in either direction | GST-Ras wt beads, Bodipy-FL-GTP binding, flow cytometry; actives lie on both sides | GTP binding activity, % at 10 µM | 190,000 tested, 0.14% active | AID 759;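 active means GTP binding activity at least 20% away from the 100% baseline, either lowered as inhibitor or raised as activator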;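 further: 0% = unlabeled GTP competition control and 100% = no-compound control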
# Target sequence (P01112 whole entry, looked up): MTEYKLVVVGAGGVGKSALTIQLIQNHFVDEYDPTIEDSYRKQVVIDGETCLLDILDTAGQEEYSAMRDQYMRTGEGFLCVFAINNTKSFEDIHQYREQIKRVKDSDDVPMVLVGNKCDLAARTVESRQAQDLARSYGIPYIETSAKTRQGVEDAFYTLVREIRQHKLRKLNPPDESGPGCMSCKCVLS
# Rac1 wt modul – modulators of human Rac1 wildtype GTP binding. GST-Rac1 beads, fluorescent GTP binding, flow cytometry; actives lie on both sides; 0 = cold GTP competed, 100 = untreated. GTP binding activity (% of control), % at 10 µM. 190,000 tested, 0.27% active. AID 757;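 active means GTP binding activity at least 20 points away from the 100% control level, either lower or higher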
# ABCB1 inh – human ABCB1 inhibition, ABCG2 as counter-screen. CCRF-Adr cells, JC-1 efflux, flow cytometry. P08183. inhibition, % at 6.6 µM. 190,000 tested, 0.067% active; in the data active means inhibition above about 40%;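 further: 0% = vehicle and 100% = reference inhibitor; higher value means more JC-1 retained so stronger ABCB1 efflux block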
# Pf gamet viab – P. falciparum stage V gametocyte viability inhibition; P. falciparum stage V gametocytes, ATP luminescence, 24 h; inhibition, % at 10.9 µM; 150,000 tested, 0.065% active; AID 743093;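 active means inhibition above the mean plus 3 SD of compounds within the control limits, set per campaign, cut at about 38% in these data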;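 further: 0% = DMSO wells and 100% = medium only without gametocytes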
# Mcl1 Noxa PPI – disrupts binding of human Mcl-1 to Noxa peptide. TR-FRET Mcl-1/Noxa peptide binding, 2 h. inhibition, % at 21.7 µM. 220,000 tested, 1.5% active. AID 1022;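 active means compounds that cut the protein-peptide binding signal by more than 50% relative to plate controls in a single-dose test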;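 further: His-tagged Mcl-1 with rhodamine Noxa BH3 peptide and terbium anti-His antibody; 0% = Mcl-1 plus Noxa peptide wells and 100% = peptide-only wells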
# Target sequence (Q07820 whole entry, looked up): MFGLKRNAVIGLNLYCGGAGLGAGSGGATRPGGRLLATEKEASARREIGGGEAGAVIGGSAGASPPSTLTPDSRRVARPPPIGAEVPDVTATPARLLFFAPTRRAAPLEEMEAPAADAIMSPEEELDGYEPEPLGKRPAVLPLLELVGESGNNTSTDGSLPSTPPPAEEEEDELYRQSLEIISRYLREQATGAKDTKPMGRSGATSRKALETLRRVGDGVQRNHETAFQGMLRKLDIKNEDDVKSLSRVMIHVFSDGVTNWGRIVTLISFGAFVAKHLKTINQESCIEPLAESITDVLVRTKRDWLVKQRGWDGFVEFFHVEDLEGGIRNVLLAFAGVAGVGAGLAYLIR
# Rab7 wt GTP bind – alters GTP binding to wildtype dog Rab7; 190,000 tested, 0.055% active; AID 758; GST-Rab7 beads, fluorescent GTP binding, flow cytometry; actives lie on both sides; untreated = 100%, excess cold GTP = 0%; GTP binding activity (percent of control), % at 10 µM;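 active means fluorescent GTP binding to Rab7 beads changed by at least 20 points from the 100% baseline, either direction, mostly lower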;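 further: median green fluorescence of bound Bodipy-FL-GTP per Rab7 bead population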
# Rac1 act GTP bind – alters GTP binding to activated mutant human Rac1 | P63000 | GST-Rac1 activated beads, fluorescent GTP binding, flow cytometry; actives lie on both sides; 100% means binding = to untreated wells | percent activity (GTP binding), % at 10 µM | 190,000 tested, 0.11% active;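 active means GTP binding at least 20 percentage points away from the 100% baseline, in either direction, so actives lie on both sides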
# Cdc42 wt – changes GTP binding to wildtype human Cdc42; percent activity (GTP binding), % at 10 µM; 190,000 tested, 0.2% active; GST-Cdc42 beads, Bodipy-GTP binding, flow cytometry; actives lie on both sides; AID 761;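 active means percent activity GTP binding at least 20 points away from the 100% baseline, either down as inhibitor or up as activator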;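 further: median bead fluorescence of bound Bodipy-FL-GTP at 100 nM; 0% = excess unlabeled GTP control and 100% = no compound control; below 100% means less GTP binding so inhibitor and above means activator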
# Target sequence (P60953 whole entry, looked up): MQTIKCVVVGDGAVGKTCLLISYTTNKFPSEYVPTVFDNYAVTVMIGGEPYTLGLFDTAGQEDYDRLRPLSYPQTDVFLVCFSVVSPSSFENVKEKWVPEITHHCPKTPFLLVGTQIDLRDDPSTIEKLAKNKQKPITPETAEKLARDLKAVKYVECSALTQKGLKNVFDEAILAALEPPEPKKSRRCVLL
# Rab2 wt GTP – changes GTP binding to wildtype dog Rab2A, up or down; P61105; GST-Rab2 wt beads, Bodipy-GTP binding, flow cytometry; GTP binding activity, % at 10 µM; 190,000 tested, 0.19% active; AID 760;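 active means GTP binding activity at least 20 points away from 100%, either lowered or raised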;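 further: 0% = beads with excess unlabeled GTP and 100% = no-compound control corrected for plate trend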
# * = called active by the depositor; x = no result given.
entry	Molecule	Avidin bead fluor	ABCG2 inh	HRas wt GTP	Rac1 wt modul	ABCB1 inh	Pf gamet viab	Mcl1 Noxa PPI	Rab7 wt GTP bind	Rac1 act GTP bind	Cdc42 wt	Rab2 wt GTP
1	O=C(N/N=C/c1ccccn1)c1cc(-c2ccc(Cl)cc2)nc2ccccc12	5	9	96	98	1.9	-8	-62	94	97	99	96
2	O=S(=O)(NCc1ccco1)c1cccc(S(=O)(=O)N2CCOCC2)c1	38	1	99	98	0.5	x	20	95	95	99	94
3	CCC(C)N(CC(=O)NCc1ccc(OC)cc1)C(=O)c1csnn1 (stereo unspecified)	15	2	99	97	0.4	-5	-8	96	96	102	97
4	COc1cc2cc(C(c3nnnn3C3CCCC3)N3CCc4ccccc43)c(=O)[nH]c2cc1OC (stereo unspecified)	43	2	102	104	0.7	x	-14	103	101	103	103
5	COc1ccc(OC)c(/C=C/c2c([N+](=O)[O-])c(=O)n(C)c(=O)n2C)c1	6	4	97	99	1.0	-14	9	104	98	98	98
6	CCC(Sc1nc2c(c(=O)n1CC)SC(C)C2)C(=O)OC (stereo unspecified)	8	4	99	104	0.3	x	-2	96	99	102	100
7	Cc1cc(C(=O)COC(=O)C(C)NC(N)=O)c(C)n1Cc1ccco1 (stereo unspecified)	10	-1	97	97	0.0	-51	0	106	95	96	97
8	COc1ccc(OCCSc2nnc(CCNC(=O)c3ccc(OC)cc3)n2C)cc1	39	3	101	100	0.5	9	-5	101	99	100	99
9	COc1ccccc1/C=C/C=N\N1CCN(Cc2ccccc2Cl)CC1	16	7	101	101	0.4	x	26	98	101	98	102
10	COc1cc(CC(=O)OCC(=O)Nc2ccc([N+](=O)[O-])cc2)cc(OC)c1OC	13	1	98	101	0.0	x	12	105	98	100	96
11	CCc1ccc(S(=O)(=O)NCc2cn3ccccc3n2)s1	37	7	100	103	1.0	x	-8	100	99	100	100
12	COc1ccc(NC(=O)C(=O)NCCN2CCN(C(=O)C(c3ccccc3)c3ccccc3)CC2)cc1	12	12	101	104	1.4	-1	-1	100	100	99	99
13	CN=C1SC(CC(=O)Nc2cccc(C(F)(F)F)c2)C(=O)N1C (stereo unspecified)	6	27	104	106	1.0	-20	6	106	100	103	106
14	Cc1csc2nc(CNC(=O)CCC(=O)O)cn12	7	2	99	101	0.1	x	15	96	96	100	101
15	CC(=O)O/N=C(/c1nonc1N)N(C)C	4	2	96	94	0.2	22	0	100	93	94	98
16	Cc1cc(NS(=O)(=O)c2ccc(NC(=O)c3cc(-c4ccccc4Cl)nc4ccccc34)cc2)no1	15	1	95	94	-0.1	9	27	90	96	89	92
17	CC/C(=N\NC(=O)c1ccc2c(c1)OCO2)C12CC3CC(CC(C3)C1)C2	8	1	99	101	0.2	x	20	103	101	101	102
18	O=C(NCc1ccc(F)cc1)c1nc(-c2cccs2)no1	11	3	95	98	-0.1	-6	12	100	97	95	96
19	Cc1ccc(NC(=O)CCN2C(=O)c3ccncc3C2=O)cc1	7	0	100	101	-0.1	x	0	100	99	104	101
20	NS(=O)(=O)c1cccc(NC(=O)COc2ncnc3c2cnn3-c2ccccc2)c1	9	-2	96	96	-1.7	11	-2	97	94	93	95
21	CCCNS(=O)(=O)c1ccc(CCC(=O)NCc2ccc3c(c2)OCO3)cc1	11	6	99	96	1.6	0	27	94	95	100	98
22	COc1ccc(C(=O)OC(C(=O)c2ccc(C)cc2)c2ccccc2)cc1 (stereo unspecified)	14	1	102	110	0.3	-18	7	101	97	100	101
23	Cc1cc(N)ccc1NC(=O)c1ccccc1	15	-4	103	100	-3.1	x	-7	102	99	104	102
24	Cc1c(Br)c([N+](=O)[O-])nn1CC(=O)Nc1nccs1	8	0	97	97	0.1	-14	15	104	96	96	99
25	O=C(CCCCCn1c(=S)[nH]c2cc3c(cc2c1=O)OCO3)N1CCN(C2CCCCC2)CC1	6	3	103	103	0.6	x	39	96	102	106	99
26	CCOc1ccc(Cn2c(O)cc(=O)[nH]c2=O)cc1	24	-10	102	106	-1.2	x	8	99	101	107	102
27	C=CCOC(=O)C1=C(C)NC(SCC(=O)N(CC)CC)=C(C#N)C1c1ccccc1 (stereo unspecified)	27	7	98	94	3.7	x	6	95	91	96	94
28	Nc1c(-c2ccsc2)cnc2ncnn12	24	3	96	95	0.4	4	7	102	94	91	94
29	COCCCNC(=O)CN1C(=O)c2ccccc2C1=O	17	0	105	105	-0.1	x	5	107	98	103	105
30	O=C(Nc1ccccc1)Nc1nccs1	34	1	101	98	0.1	-48	-14	100	98	100	98

# One compound at a time, from the list above:
# `COc1cc(CC(=O)OCC(=O)Nc2ccc([N+](=O)[O-])cc2)cc(OC)c1OC` in the list: Avidin bead fluor = 13; ABCG2 inh = 1; HRas wt GTP = 98; Rac1 wt modul = 101; ABCB1 inh = 0.0; Pf gamet viab = x; Mcl1 Noxa PPI = 12; Rab7 wt GTP bind = 105; Rac1 act GTP bind = 98; Cdc42 wt = 100; Rab2 wt GTP = 96
# `COCCCNC(=O)CN1C(=O)c2ccccc2C1=O` in the list: Avidin bead fluor = 17; ABCG2 inh = 0; HRas wt GTP = 105; Rac1 wt modul = 105; ABCB1 inh = -0.1; Pf gamet viab = x; Mcl1 Noxa PPI = 5; Rab7 wt GTP bind = 107; Rac1 act GTP bind = 98; Cdc42 wt = 103; Rab2 wt GTP = 105

# (listing goes on)
# Values run as follows: Avidin bead fluor	ABCG2 inh	HRas wt GTP	Rac1 wt modul	ABCB1 inh	Pf gamet viab	Mcl1 Noxa PPI	Rab7 wt GTP bind	Rac1 act GTP bind	Cdc42 wt	Rab2 wt GTP
[31] CC(C)OC(=O)CSc1nc2ncc(Cl)cc2[nH]1
  33	3	99	102	0.3	x	16	96	99	101	95
[32] CCOC(=O)c1sc(/N=C/c2c(C)[nH]n(-c3ccccc3)c2=O)c(C#N)c1C
  14	2	99	96	1.7	x	26	98	96	97	97
[33] CCc1c(C)nc2ncnn2c1N1CCCC(C(=O)NCc2ccc3c(c2)OCO3)C1 (stereo unspecified)
  7	1	96	102	0.1	x	3	97	98	98	98
[34] CCN1C(=O)/C(=C/c2cc(C)n(C)c2C)SC1=Nc1ccc(OC)cc1
  14	32	107	109	0.8	x	6	103	101	108	104
[35] O=S(=O)(NCCN1CCCC1)c1cccc2cccnc12
  6	0	100	103	0.2	x	7	98	100	101	100
[36] COc1cccc(CN(CC2CCCO2)S(=O)(=O)c2ccc(S(=O)(=O)NCC3CCCO3)cc2)c1OC (stereo unspecified)
  15	4	106	114	2.1	x	36	99	105	109	101
[37] Cc1ccc(NC(=O)Cn2cnc3c(nnn3Cc3ccc(F)cc3)c2=O)cc1
  11	0	96	101	1.3	8	21	97	97	102	99
[38] CCCCN(CCCC)CCNC(=O)c1ccc2nc(-c3ccccc3NC(C)=O)c(=O)[nH]c2c1
  9	38	94	97	1.5	x	45	99	94	96	94
[39] Nc1nc(SCc2ccccc2)ns1
  13	-4	103	104	-0.5	6	9	97	104	102	102
[40] COc1ccccc1NC(=O)c1c(NC(=O)c2ccco2)sc2c1CCC2
  10	1	99	97	0.0	x	-13	96	95	98	97
[41] NNC(=O)C1CCCn2c1nc1sc3c(c1c2=O)CCCC3 (stereo unspecified)
  25	16	101	105	0.8	x	18	103	98	101	101
[42] Cc1ccc(SCC(=O)c2c(C)[nH]c3ccccc23)cc1
  7	10	102	105	-0.7	-9	-15	102	102	102	102
[43] CC(c1ccco1)N(C(=O)c1ccccc1F)c1ccccn1 (stereo unspecified)
  11	2	95	96	-0.1	x	4	93	93	91	95
[44] CCC(=O)Nc1ccccc1C(=O)N1CCCC1
  5	4	106	107	0.4	x	28	104	99	107	107

# Molecules shown so far with an NH in an aromatic ring:
# Values run as follows: Avidin bead fluor	ABCG2 inh	HRas wt GTP	Rac1 wt modul	ABCB1 inh	Pf gamet viab	Mcl1 Noxa PPI	Rab7 wt GTP bind	Rac1 act GTP bind	Cdc42 wt	Rab2 wt GTP
[4] COc1cc2cc(C(c3nnnn3C3CCCC3)N3CCc4ccccc43)c(=O)[nH]c2cc1OC (stereo unspecified)
  43	2	102	104	0.7	x	-14	103	101	103	103
[25] O=C(CCCCCn1c(=S)[nH]c2cc3c(cc2c1=O)OCO3)N1CCN(C2CCCCC2)CC1
  6	3	103	103	0.6	x	39	96	102	106	99
[26] CCOc1ccc(Cn2c(O)cc(=O)[nH]c2=O)cc1
  24	-10	102	106	-1.2	x	8	99	101	107	102
[31] CC(C)OC(=O)CSc1nc2ncc(Cl)cc2[nH]1
  33	3	99	102	0.3	x	16	96	99	101	95
[32] CCOC(=O)c1sc(/N=C/c2c(C)[nH]n(-c3ccccc3)c2=O)c(C#N)c1C
  14	2	99	96	1.7	x	26	98	96	97	97
[38] CCCCN(CCCC)CCNC(=O)c1ccc2nc(-c3ccccc3NC(C)=O)c(=O)[nH]c2c1
  9	38	94	97	1.5	x	45	99	94	96	94
[42] Cc1ccc(SCC(=O)c2c(C)[nH]c3ccccc23)cc1
  7	10	102	105	-0.7	-9	-15	102	102	102	102
